Bioassay records deposited in PubChem BioAssay by Sanford-Burnham Center for Chemical Genomics.
KOR beta-arrestin-1: KOR antagonists, beta-arrestin recruitment, cell-based, luminescence, uHTS (AID 1778); actives 0.091% (n = 290,000); Kappa-type opioid receptor (Homo sapiens); inhibition, % at 10 µM; hits with a dose series show IC50 in µM; KOR beta-arrestin recruitment, luminescence, antagonist mode; higher % means a stronger effect; in the data active = inhibition above about 50%; also: strong numbers were not always called active
SIAH1 antagonists: Siah-1 peptide-binding antagonists, primary screen, biochemical, fluorescence polarization, rhodamine-plectin, uHTS (AID 1817); Siah-1 / rhodamine-plectin peptide fluorescence polarization; higher % means a stronger effect; actives 0.02% (n = 290,000); displacement, % at 20 µM, or IC50 in µM where a hit was titrated; E3 ubiquitin-protein ligase SIAH1 (Homo sapiens);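 active = displacement of at least 50% at 20 µM, with a fluorescence ratio check between 0.3 and a set limit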;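 also: plate controls were Siah plus tracer with DMSO for no effect and tracer alone without Siah for full effect; strong numbers were not always called active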
HIV peptide binding: inhibitors of HIV fusion peptide binding, primary screen, biochemical, uHTS, fluorescence dequenching (AID 1986); actives 0.3% (n = 290,000); cell-free peptide binding, fluorescence dequenching, 30 min; higher % means a stronger effect; inhibition, % at 20 µM, or IC50 in µM where a hit was titrated; in the data active = inhibition mostly above about 52%, no sharp cut-off; inactive = mostly below about 76%; also: some results filed as inactive read as strong as hits
GPR55 LPI antagonism: GPR55 antagonists blocking LPI-driven arrestin recruitment, primary screen, imaging, U2OS, beta-arrestin-GFP, LPI agonist (AID 2013) | G-protein coupled receptor 55 (Homo sapiens) | U2OS GPR55 beta-arrestin-GFP translocation imaging, LPI antagonism; higher % means a stronger effect | one-dose inhibition, % at 10 µM; IC50 in µM for titrated hits | actives 0.13% (n = 290,000);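 active = spots per cell inhibited over 60%, with over 100 cells counted and total cytoplasm intensity under 500,000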;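 also: U2OS cells stably carrying GPR55 and arrestin-GFP stimulated by 5 µM LPI near EC80; imaged beta-arrestin-GFP aggregate spots per cell after agonist stimulation; plate controls were LPI-stimulated DMSO wells for no effect and DMSO wells without LPI for full effect; some results filed as inactive read as strong as hits; confirmed hits need IC50 under 10 µM and bright autofluorescent wells are also inconclusive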
GPR35 antagonists: GPR35 antagonists blocking zaprinast-driven arrestin recruitment, primary screen, imaging, U2OS, beta-arrestin-GFP, zaprinast agonist (AID 2058); actives 0.052% (n = 290,000); one-dose inhibition, % at 10 µM; IC50 in µM for titrated hits; G-protein coupled receptor 35 (Homo sapiens); U2OS GPR35 beta-arrestin-GFP translocation imaging, zaprinast antagonism; higher % means a stronger effect;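 active = inhibition of at least 50% with at least 30 cells and total cytoplasm GFP at most 10,000,000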
GPR55 beta-arrestin: GPR55 agonists via beta-arrestin recruitment, primary screen, imaging, U2OS cells, beta-arrestin-GFP redistribution (AID 1961); U2OS GPR55 beta-arrestin-GFP redistribution imaging; higher % means a stronger effect; G-protein coupled receptor 55 (Homo sapiens); actives 0.048% (n = 290,000); one-dose activation, % at 10 µM; EC50 in µM for titrated hits;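 active = activation above 40% with more than 50 cells counted in the well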;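 also: U2OS osteosarcoma cells stably expressing GPR55 and beta-arrestin-GFP; plate controls were DMSO negative control for no effect and LPI positive control for full effect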
KOR beta-arrestin-2: KOR agonists, beta-arrestin recruitment, primary screen, cell-based, luminescence, uHTS (AID 1777) | KOR beta-arrestin recruitment, luminescence; higher % means a stronger effect | activation, % at 10 µM, or EC50 in µM where a hit was titrated | actives 0.02% (n = 280,000); in the data active = activation above about 50%, passing the limit was not always enough; also: a part of the inactive calls stands beside numbers as strong as those of hits
AID2073: inhibitors of Mint1-CaV2.2 protein interaction, biochemical, HTRF (AID 2073); actives 0.19% (n = 290,000); HTRF protein-protein interaction, Mint1-CaV2.2; higher % means a stronger effect; inhibition, % at 20 µM, or IC50 in µM where a hit was titrated; Voltage-dependent N-type calcium channel subunit alpha-1B (Homo sapiens); in the data active = inhibition mostly above about 51%, no sharp cut-off; also: some results filed as inactive read as strong as hits
NOD1 inhibition: NOD1 signaling inhibitors, primary screen, cell-based, luminescence, uHTS (AID 1578); NOD1-driven NF-kB luciferase reporter cells, luminescence; higher % means a stronger effect; inhibition, % at 4 µM; hits with a dose series show EC50 in µM; actives 1% (n = 290,000); in the data active = inhibition mostly above about 36%, no sharp cut-off; inactive = mostly below about 34%;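 also: HEK-293T reporter cells stimulated with the NOD1 agonist gamma-tri-DAP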
Active calls of the source: *; x = not tested or not shown; & = joins results of further samples; [ ] = remark or other dose.

SMILES	KOR beta-arrestin-1	SIAH1 antagonists	HIV peptide binding	GPR55 LPI antagonism	GPR35 antagonists	GPR55 beta-arrestin	KOR beta-arrestin-2	AID2073	NOD1 inhibition
C(CNC1C2CC3CC(C2)CC1C3)CN1CCOCC1 (configuration not stated)	18%	6%	-0.5%	8%	4%	-0.1%	-1.2%	-15%	3%
O=C(COc1ncnc2sccc12)NC1CCS(=O)(=O)C1 (configuration not stated)	5%	-3%	2.0%	0%	-11%	-0.2%	2.5%	14%	-1%
O=C(CNC(=O)c1ccco1)N/N=C/c1ccc(C(=O)O)cc1	-9%	-5%	-0.9%	7%	12%	0.0%	0.1%	6%	-1%
O=C(Nc1ccccc1F)c1coc(=O)c(Br)c1	17%	6%	11%	22%	-5%	0.1%	2.8%	20%	-49%
CSCC[C@H](NC(=O)OC(C)(C)C)c1nnc(SCC(=O)N(C)C)o1	31%	-4%	-2.3%	6%	8%	-0.3%	0.7%	18%	12%
Cn1c(NC(=O)c2ccccc2)c(-c2cccs2)c(=O)c2ccccc21	10%	1%	0.8%	-2%	-6%	0.0%	-4.1%	-3%	-4%
Cc1ccc(/C=C(/C#N)c2nc(CCN3C(=O)c4ccccc4C3=O)cs2)cc1	-7%	1%	1.3%	5%	-3%	0.2%	2.0%	4%	6%
COc1cc(/C=C/C(=O)N2CCOCC2)ccc1OCc1ccccc1	-43%	2%	-0.4%	11%	3%	-0.2%	8.8%	6%	-102%
O=C(NC(=S)N1CCN(c2ccc(Cl)cc2[N+](=O)[O-])CC1)c1ccco1	-10%	0%	3.3%	8%	18%	0.1%	-1.4%	-13%	13%
CC(Sc1n[nH]c(N)n1)C(=O)Nc1ccccc1-c1ccccc1 (configuration not stated)	-12%	4%	2.4%	5%	0%	-0.6%	0.4%	18%	-30%
O=C1CSC(c2ccc(F)cc2)N1c1nc2ccccc2s1 (configuration not stated)	35%	4%	-0.3%	0%	-8%	0.4%	-0.9%	2%	-22%
CCCCn1c2c(c(=N)c3c1CCC3)CCC2	-11%	-2%	-1.3%	1%	-14%	-0.1%	2.6%	-6%	28%
CCC(=O)N1CCc2cc(Br)cc(S(=O)(=O)NCC3CCCO3)c21 (configuration not stated)	18%	1%	0.7%	15%	1%	0.5%	-1.4%	1%	-20%
CCCCC[C@H](O)/C=C/[C@@H]1[C@@H](CCCCCCC(=O)O)[C@@H](O)C[C@H]1O	1%	-2%	3.1%	6%	-16%	-0.2%	-1.1%	10%	-21%
O=C(CNS(=O)(=O)c1ccc(Br)s1)NCCc1ccc(Cl)cc1	-35%	4%	1.1%	-21%	7%	-0.2%	4.7%	17%	-14%
COc1ccc(CCN/C=C2/CC(=O)NC2=O)cc1OC	-16%	-6%	-1.3%	-10%	10%	0.3%	1.7%	0%	14%
COc1ccc(CCCc2nnc(SCC(=O)Nc3cccc(C)c3)o2)cc1	9%	8%	-0.5%	-14%	-10%	-0.1%	2.5%	-7%	-9%
CC(C)CN(CC(C)C)S(=O)(=O)N1CCC(C(=O)NCc2ccco2)CC1	-9%	2%	-0.2%	11%	-13%	-0.6%	-2.0%	3%	-7%
CCOC(=O)C1CCN(S(=O)(=O)c2ccc(-c3ccccn3)s2)CC1	42%	-2%	-1.1%	-8%	-4%	-0.2%	2.8%	4%	-11%
CCOc1ccc(NC(=O)Nc2cc(-c3ccccc3)sc2C(=O)OC)cc1	10%	0%	2.4%	-2%	-7%	-0.2%	-7.9%	19%	-48%

Some of the entries so far, with values under each structure.
Order of results – KOR beta-arrestin-1, SIAH1 antagonists, HIV peptide binding, GPR55 LPI antagonism, GPR35 antagonists, GPR55 beta-arrestin, KOR beta-arrestin-2, AID2073, NOD1 inhibition
- CCCCC[C@H](O)/C=C/[C@@H]1[C@@H](CCCCCCC(=O)O)[C@@H](O)C[C@H]1O
→ 1%, -2%, 3.1%, 6%, -16%, -0.2%, -1.1%, 10%, -21%
- CC(Sc1n[nH]c(N)n1)C(=O)Nc1ccccc1-c1ccccc1 (configuration not stated)
→ -12%, 4%, 2.4%, 5%, 0%, -0.6%, 0.4%, 18%, -30%

(further entries)
SMILES	KOR beta-arrestin-1	SIAH1 antagonists	HIV peptide binding	GPR55 LPI antagonism	GPR35 antagonists	GPR55 beta-arrestin	KOR beta-arrestin-2	AID2073	NOD1 inhibition
CC(=O)Oc1ccc(C(=O)Nc2nccs2)cc1	-14%	2%	1.2%	6%	8%	0.3%	1.7%	21%	-36%
O=C(NC1CCN(C(=S)Nc2ccccc2)CC1)C1CCCCC1	-38%	-1%	2.0%	-10%	10%	0.3%	2.4%	-6%	9%
COc1cccc(CNS(=O)(=O)c2ccc3c(c2)CCN3C(=O)C2CC2)c1	6%	19%	-0.2%	-6%	-6%	0.4%	8.0%	12%	-20%
O=C(CN1CCCC1)N1c2ccccc2Sc2ccc(Cl)cc21	-5%	11%	2.0%	9%	-4%	-0.2%	3.8%	-3%	24%
COc1ccc(-c2noc3c2-c2nc(-c4ccc(Cl)cc4)sc2CC3)cc1	-8%[20 µM]	-6%	-1.2%	-2%	3%	-0.2%	2.5%	-6%	38%
S=C(N/N=C/c1ccccc1Cl)Nc1cccc(Cl)c1Cl	14%	-1%	-1.6%	-2%	-18%	0.2%	6.6%	-4%	-10%
S=C(NCc1ccco1)Nc1ccc(Cl)cc1Cl	21%	9%	2.6%	-10%	3%	0.9%	4.9%	-21%	5%
COc1ccc(-n2nc(C(=O)NCC(=O)N3CCC(C(N)=O)CC3)c3ccccc3c2=O)cc1OC	5%	-3%	0.2%	7%	-4%	-0.2%	-0.9%	7%	-18%
O=S(=O)(NCc1cccnc1)c1cccc2nsnc12	-14%	1%	-0.7%	8%	6%	-0.1%	2.9%	5%	-20%
Cc1c(NC(=S)N/N=C/c2ccc(Br)cc2)c(=O)n(-c2ccccc2)n1C	18%	2%	-2.7%	11%	3%	-0.3%	-1.0%	-14%	0%
CCC(=O)N(CC)Cc1cc(=O)[nH]c2ccccc12	-31%	9%	-0.6%	11%	1%	0.0%	-1.1%	2%	-36%
C=C(C)c1cccc(C(C)(C)NC(=O)N(C)C2CCN(C)CC2)c1	-7%	6%	-1.2%	12%	-2%	-0.1%	-4.6%	10%	-13%
Cc1cc(C)cc(NC(=O)C/C(N)=N/O)c1	8%	3%	1.9%	9%	-4%	-0.1%	2.6%	9%	x
CCOc1ccc(NC(=O)COc2ccc(S(=O)(=O)N3CCCC3)cc2)cc1	22%	-4%	-2.2%	-5%	4%	0.0%	3.0%	10%	-29%
COc1ccc(C(=O)/C=C/Sc2nc3ccccc3o2)cc1	-12%	0%	2.8%	-9%	-1%	-0.1%	-2.7%	-85%	38%*
Cc1nn(C)c(C(=O)Nc2ccn(C34CC5CC(CC(C5)C3)C4)n2)c1[N+](=O)[O-]	-30%	-5%	0.6%	-5%	-6%	-0.2%	-1.9%	-1%	-33%
Cc1ccc(N(CC(=O)NC2CCC(C)CC2)S(=O)(=O)c2cccnc2)cc1 (configuration not stated)	16%	0%	5.9%	2%	9%	0.2%	-5.6%	-2%	5%
COc1ccc(C(=O)NCCCOc2cccc(NC(C)=O)c2)cc1	2%	2%	-1.2%	-2%	10%	-0.6%	1.5%	22%	-6%
Cc1ccc(NC(=O)NC(=O)N(C(C)C)S(=O)(=O)c2ccc(C)cc2)cc1	-7%	-1%	0.0%	2%	-6%	0.7%	3.4%	1%	-54%
Cc1[nH]n(-c2ccccc2)c(=O)c1N=Nc1cccc(C(=O)O)c1	-22%[20 µM]	-2%	2.3%	9%	-4%	-0.1%	-3.4%	-4%	18%
Cc1ccc2c(C)c(C(=O)N(C)C(C)c3ccon3)oc2c1C (configuration not stated)	-7%	4%	0.3%	4%	2%	0.3%	7.2%	21%	-70%
O=C(NCC(=O)N(Cc1ccco1)C(C(=O)NC1CCCCC1)c1ccncc1)c1cccs1 (configuration not stated)	3%	0%	-0.3%	-3%	-14%	0.0%	0.7%	17%	-9%
CCN(CC)c1ccc(NC(=O)CC2Oc3ccccc3NC2=O)c(C)c1 (configuration not stated)	33%	-1%	-1.9%	-4%	15%	-0.1%	-6.6%	-3%	-30%
COc1ccc(NC(=O)CN2C(=O)NC(c3ccccc3)(c3ccccc3)C2=O)cc1OC	30%	-2%	-1.0%	11%	-14%	-0.1%	-3.6%	3%	2%
CCCN1CCC(=O)N(CCSc2ccc(C)cc2)CC1	37%	12%	-0.6%	-6%	-2%	-0.1%	-3.1%	-6%	1%
CCOC(=O)c1c(C)nc2sc3c(=O)n(-c4ccc(C(C)=O)cc4)cnc3c2c1-c1ccc(OC)cc1	-26%	5%	0.0%	19%	0%	1.1%	-1.8%	15%	-18%
CCOc1cccc(-c2nnc3sc(COc4ccc(Cl)cc4)nn23)c1	-134%	1%	2.2%	6%	-8%	0.7%	3.5%	-5%	-32%
COc1ccc(C2=NOC(Cn3nc(C(=O)O)cc3-c3ccccc3)C2)cc1 (configuration not stated)	-31%[20 µM]	-4%	2.3%	-5%	-6%	-0.2%	-2.8%	2%	-15%
O=C(NCc1cc2ccccc2[nH]1)c1ccccc1F	5%[20 µM]	-2%	-0.8%	-19%	-3%	-0.1%	1.3%	0%	-41%
CCn1c(=O)n(CC)c2cc(N3CCCC3)c(NC(=O)c3cc(Cl)ccc3OC)cc21	-18%	-3%	-1.3%	-10%	5%	0.3%	5.2%	2%	-22%
COc1ccc(/C=C2/Sc3ccc(C(=O)NCCN4CCCCCC4)cc3NC2=O)cc1	-17%	-4%	-2.5%	-1%	5%	-0.3%	8.5%	26%	-2%
CN1CCc2c(c3c(n2C)CCN(C)[C@@H]3c2cccnc2)[C@H]1c1cccnc1	-20%&-20%	3%&-3%	0.4%&-1.1%	-4%&5%	-3%&8%	0.2%&-0.3%	17%&32%	9%&-3%	-10%&-10%
Cc1ncn(-c2ccc(C(=O)Oc3ccccc3)cn2)n1	-18%	4%	2.7%	-9%	0%	-0.4%	0.7%	5%	-53%
CC(C)(C)n1nc2c(c1NC(=O)c1ccc(F)c(F)c1)CS(=O)(=O)C2	15%	0%	-1.5%	18%	15%	-0.1%	1.1%	-4%	-8%
CCOc1ccccc1-c1nc(CN2CCCN(C(=O)c3ccco3)CC2)c(C)o1	1%	-2%	1.4%	17%	-11%	0.6%	0.2%	8%	-24%
COCc1cc(C)n(CC(=O)OC)c(=O)c1C#N	-30%[20 µM]	1%	-1.4%	5%	-18%	-0.1%	2.3%	6%	-41%
Cn1c(=O)n(C)c2cc(C(=O)c3ccccc3)ccc21	-60%	3%	1.4%	-2%	-1%	-0.1%	-2.7%	5%	-9%
CCn1c(=NC(=O)c2ccco2)sc2cccc(F)c21	-17%	6%	2.7%	11%	-4%	-0.3%	-2.1%	0%	-28%

The list is partial; rates above refer to the full screens.
